Source: PubChem BioAssay
CSM14.1 death rescue – rescue of cells from ER stress-induced death, primary screen, 384-well, CSM14.1, thapsigargin, ATP luminescence (AID 1222); CSM14.1 thapsigargin-induced death rescue, ATP luminescence; higher % means a stronger effect; cellular ATP content (survival), % at 20 µM, or EC50 in µM where a hit was titrated; 190,000 tested, under 10 active;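 active = EC50 below 50 µM in the dose-response confirmation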;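 note: death triggered by thapsigargin at about 15 µM added after 2 h compound pretreatment; cell ATP read after overnight thapsigargin exposure of roughly 18 to 22 hours; normalized against plate controls of thapsigargin alone and 5% DMSO vehicle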
SV40 large T antigen – SV40 large T antigen inhibitors, biochemical (AID 1903) | SV40 large T antigen ATPase/helicase inhibition assay; higher % means a stronger effect | inhibition, % at 20 µM; hits with a dose series show IC50 in µM | 0.39% of 310,000 active; in the data active = a potency from the dose series; inconclusive = inhibition mostly from about 32% at the one dose, without a potency; inactive = the rest, 99 in 100 with inhibition below about 32%; note: strong numbers were not always called active
West Nile virus CPE – West Nile virus antiviral activity, cell-based, CPE readout (AID 1621); West Nile virus-infected cells, CPE inhibition; higher % means a stronger effect; CPE inhibition, % at 10 µM; hits with a dose series show IC50 in µM; 0.02% of 290,000 active; in the data active = a potency from the dose series; inconclusive = CPE inhibition mostly from about 3.7% at the one dose, without a potency; inactive = the rest, 99 in 100 with CPE inhibition below about 2.2%; note: strong numbers were not always called active
MgcRacGAP inhibition – MgcRacGAP GTPase-activating activity inhibitors, confirmation, biochemical, ADP Hunter fluorescence. MgcRacGAP-stimulated Rac1 GTP hydrolysis, ADP Hunter fluorescence; higher % means a stronger effect; GST-tagged Rac1 F28L mutant substrate. inhibition, % at 30 µM; hits with a dose series show IC50 in µM. 0.6% of 340,000 active;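 active = first-screen hits whose inhibition reached a set limit at any dose in the follow-up dose series; inconclusive = inhibition above the set first-screen limit but never retested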;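 note: fluorescence reports GDP produced by GAP-driven GTP hydrolysis; strong numbers were not always called active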
RSV antiviral HEp-2 – RSV antiviral activity via CPE protection, HEp-2 cells, primary 10 µM value included (AID 2391) | HEp-2 cells, RSV-induced CPE inhibition; higher % means a stronger effect | CPE inhibition, % at 10 µM; hits with a dose series show IC50 in µM | 0.13% of 310,000 active; in the data active = a potency from the dose series; inconclusive = CPE inhibition mostly from about 23% at the one dose, without a potency; inactive = the rest, 99 in 100 with CPE inhibition below about 21%; note: strong numbers were not always called active
GPR35 antagonists – inhibition of zaprinast-stimulated GPR35 beta-arrestin translocation – imaging, U2OS, beta-arrestin-GFP, zaprinast agonist, primary screen (AID 2058). U2OS GPR35 beta-arrestin-GFP translocation imaging, zaprinast antagonism; higher % means a stronger effect. inhibition, % at 10 µM, or IC50 in µM where a hit was titrated. 0.052% of 290,000 active;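 active = inhibition of at least 50% with at least 30 cells and total cytoplasm GFP at most 10,000,000; inconclusive = under 30 cells or total GFP of 10,000,000 plus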
LYP phosphatase – PTPN22 lymphoid phosphatase activity blockers – biochemical, fluorescence intensity, uHTS (AID 1779); 0.054% of 290,000 active; inhibition, % at 11.5 µM; hits with a dose series show IC50 in µM; recombinant LYP phosphatase, fluorescence intensity; higher % means a stronger effect; in the data active = inhibition above about 50%;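 note: plate controls were vehicle with enzyme for no effect and no enzyme for full effect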
Dengue-2 NS5 capping – flavivirus cap methylation enzyme inhibition – biochemical, confirmation dose response, primary screen (AID 588689); Dengue-2 NS5 methyltransferase capping enzyme assay, biochemical; higher % means a stronger effect; inhibition, % at 25 µM; hits with a dose series show IC50 in µM; 0.3% of 340,000 active; in the data active = a potency from the dose series; inconclusive = inhibition above about 29% without an active follow-up result
Salmonella PhoP GFP – PhoP-dependent GFP reporter repression – Salmonella Typhimurium, primary screen (AID 1863). S. Typhimurium PhoP-regulated promoter GFP reporter, 4 h; higher % means a stronger effect. one-dose inhibition, % at 50 µM; IC50 in µM for titrated hits. 0.16% of 300,000 active;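 active = inhibition over 29.93%, a cutoff 3 SD above the screen mean, later confirmed by dose response; inconclusive = inhibition over 29.93% but no dose response follow-up; inactive = inhibition at most 29.93% or unconfirmed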;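 note: 0% = low Mg2+ inducing control and 100% = high Mg2+ repressing control; strong numbers were not always called active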
Dengue-2 NS5 capping pilot replicate – also measured in Dengue-2 NS5 capping; calls as there; inhibition, %; measured here: pilot screen replicate inhibition
Active calls of the source: *; ? = inconclusive; nt = not tested or not shown.

SMILES | CSM14.1 death rescue | SV40 large T antigen | West Nile virus CPE | MgcRacGAP inhibition | RSV antiviral HEp-2 | GPR35 antagonists | LYP phosphatase | Dengue-2 NS5 capping | Salmonella PhoP GFP | others
CC(C)C(NC(=O)C1CCC(C(C)(C)C)CC1)C(=O)NCCCN1CCCCC1 (stereo not drawn) | -0.5% | 17.3% | -0.8% | 5.8% | -1.8% | 13.3% | -5.5% | -10.8% | 0.7%
C=C(C)C1Cc2c(C)nn(-c3cccc4ccccc34)c2C1 (stereo not drawn) | -0.5% | 3.5% | 1.4% | 14.0% | 8.8% | 4.0% | 4.3% | -3.4% | 0.6%
CC(C)CCn1c(-c2nonc2N)nc2ccccc21 | -0.4% | 9.0% | 0.2% | 6.6% | 1.7% | 5.8% | -0.6% | -9.6% | 5.2%
CCCN(C(=O)c1ccccc1N)c1c(C)n(C)n(-c2ccccc2)c1=O | -1.6% | 1.4% | 0.0% | 5.6% | 4.4% | 18.9% | -2.1% | -0.8% | -1.4%
COc1cc(C2C3=C(CCCC3=O)Nc3c2c(C)nn3-c2cccc(C)c2)cc(OC)c1O (stereo not drawn) | nt | 25.9% | 0.0% | 2.6% | 2.5% | 10.4% | -2.3% | 3.0% | 0.2%
CCn1c(=O)c(C(=O)NNS(=O)(=O)c2ccc(Br)cc2)c(O)c2ccccc21 | 2.0% | 3.9% | -1.2% | 3.5% | 6.8% | -8.2% | -0.3% | 11.1% | 0.0%
Cc1ccccc1Oc1nc(-c2ccccn2)nc2ccccc12 | nt | 8.3% | -0.2% | 15.4% | 18.1% | -1.9% | 7.7% | -3.1% | 0.7%
O=C(NC1CCOc2ccccc21)C1CCCC1 (stereo not drawn) | nt | 5.5% | -0.4% | 6.5% | 1.5% | 4.1% | -10.7% | -6.6% | 6.1%
O=C(Nc1cc(C(F)(F)F)ccc1F)C1CCC1 | -3.0% | 1.9% | -0.1% | 14.3% | 1.0% | -4.6% | 0.6% | 9.0% | 10.6%
COC(=O)c1ccc(NC(=O)CCn2c(=O)oc3ccccc32)cc1 | 0.3% | 20.9% | -0.1% | 2.7% | 1.1% | -0.5% | 0.3% | -4.8% | -8.5%
C=C(Cl)COC(=O)[C@H]1C2C=CC(C2)C1C(=O)O (stereo partly drawn) | -1.7% | -0.5% | 0.2% | 2.8% | 2.1% | -6.7% | -2.7% | -0.8% | -8.1%
CC(=O)Nc1cccc(NC(=O)COc2ccc3c(c2)OCO3)c1 | nt | 48.8% | 0.2% | 3.4% | 0.8% | 10.3% | -9.3% | -5.3% | 1.8%
COCCCn1cn[nH]c1=S | -1.5% | 4.5% | 1.3% | -1.1% | 0.7% | -6.3% | -5.1% | -7.1% | 17.4%
COc1cc(/C=C(\C#N)c2ccccn2)ccc1OCC(=O)Nc1cccc(C(F)(F)F)c1 | -0.8% | 12.1% | -0.1% | -4.1% | 0.8% | -0.5% | -3.9% | -2.2% | -5.1%
COc1ccc([N+](=O)[O-])cc1N(CC(=O)NCCCOC(C)C)S(C)(=O)=O | -2.0% | 11.2% | 0.5% | 7.8% | -1.5% | 0.8% | 5.4% | -3.3% | -4.4%
COc1cc2c(cc1OC)C(C)N(C(=O)c1cccs1)CC2 (stereo not drawn) | -1.7% | 9.2% | -0.7% | 11.4% | 1.8% | -7.2% | -5.2% | 1.5% | -4.3%
CC(C)=NNc1nc2c(c(=O)n(C)c(=O)n2C)n1C | nt | 33.5% | -0.5% | nt | 0.0% | 0.2% | -4.8% | nt | -18.3%
COCCCNC(=O)C(=O)NCCCOC(C)C | -1.6% | 2.4% | 0.3% | 2.0% | 1.8% | -14.4% | -9.8% | -1.6% | -8.1%
C[C@H](NC(=O)c1ccccc1F)C(=O)N1CCC2(CC1)NCCc1[nH]cnc12 | nt | 2.6% | -0.3% | 7.8% | 1.9% | -6.4% | -4.6% | -11.8% | -9.3%
CCOC(=O)c1cn2nc(N3CCCC3)ccc2n1 | nt | 8.2% | 0.7% | 7.1% | -0.2% | -0.4% | 1.4% | -0.8% | 0.2%
O=C(CN1CCCCCC1)Nc1ccccc1Cl | nt | 0.5% | -0.5% | 3.5% | -0.5% | -4.9% | -19.7% | nt | 9.3%
N#C/C(=C/c1ccc(N2CCCCCC2)o1)c1cccc(F)c1 | -0.9% | 13.5% | -0.3% | ? | 0.4% | 104.4%* | 8.0% | -42.4% | 7.6%
Cc1ccc(Oc2ncccc2NC(=O)CC2(CC(=O)O)CCCC2)c2c1CCC2 | nt | 4.5% | 0.1% | 16.4% | 0.8% | 8.1% | -6.8% | 0.8% | -6.8%
CC(=O)Nc1cccc(/C(C)=N/NC(=O)c2cccs2)c1 | -3.4% | 4.7% | -0.1% | 13.3% | 1.3% | 9.3% | 1.2% | -4.5% | 4.6%
Cc1cccc(NC(=O)c2c(O)c3ccccc3n(C)c2=O)c1 | nt | 13.8% | -1.4% | 3.0% | 3.7% | 15.9% | -4.7% | 5.7% | -8.4%
O=S1(=O)CC(O)C(Nc2ccc(Cl)cc2)C1 (stereo not drawn) | -0.9% | 3.4% | -0.2% | 7.8% | 0.0% | 9.4% | -0.2% | -4.0% | -1.9%
Cc1ccc(OS(=O)(=O)c2ccc(N3C(=O)CCC3=O)cc2)cc1 | nt | 8.5% | 1.0% | 5.3% | 4.5% | -11.0% | -0.7% | -4.1% | -0.6%
Clc1nn2cnnc2c2ccccc12 | -0.7% | 0.4% | -0.3% | 3.2% | 1.0% | 16.8% | -7.1% | -7.7% | -3.0%
CC(=O)Nc1ccc(S(=O)(=O)NCc2cc(=O)n(C)c(=O)n2C)cc1 | nt | nt | 0.0% | 9.2% | 3.7% | -5.6% | -12.6% | -3.5% | 1.8%
CS(=O)(=O)N(CC(=O)Nc1ccccc1C(=O)N1CCOCC1)c1cccc(F)c1 | nt | 14.8% | -0.1% | 9.7% | 2.0% | 3.5% | -9.2% | -0.7% | 3.7%
COc1ccc(Nc2cc(Nc3cccc(OC)c3)ncn2)cc1 | nt | 5.5% | 1.1% | nt | -2.0% | -21.8% | -5.8% | 3.9% | 3.0%
Cc1cc(C)n(-c2nc3c(c(=O)[nH]c(=O)n3C)n2Cc2cccc(Br)c2)n1 | 2.8% | 1.9% | -0.4% | 2.3% | 2.4% | 9.3% | -3.6% | nt | 27.8%
Cc1ccc(S(=O)(=O)N2CCCC2)cc1[N+](=O)[O-] | -0.6% | 10.3% | -0.2% | 8.6% | 1.9% | 5.4% | -6.1% | 0.6% | 5.6%
COC(=O)/C=C1\NCCNC1=O | nt | 1.9% | 0.1% | 3.6% | 0.3% | 12.8% | -1.0% | -10.1% | -4.8%
COC(C(=O)Nc1ccnn1C1CCN(C(=O)c2ccc(C=O)cc2)CC1)c1ccccc1 (stereo not drawn) | nt | 4.4% | -0.1% | -11.8% | 3.1% | -7.4% | -6.4% | 0.0% | -4.9%
Cc1ccc(NC(=O)CN2CCN(C)CC2)cc1S(=O)(=O)N1CCOCC1 | nt | 9.1% | nt | 5.5% | -1.4% | nt | nt | -0.7% | 5.4%
Cc1cc2cc(CN(CC3CCCO3)C(=S)NCc3ccco3)c(=O)[nH]c2cc1C (stereo not drawn) | -0.6% | 11.3% | -1.0% | 9.5% | 3.0% | 7.7% | -0.8% | -1.3% | -9.1%
O=C(NCCS(=O)(=O)N1CCCCCC1)c1ccccc1 | nt | 7.5% | nt | 2.6% | -1.6% | nt | nt | -4.4% | -2.3%
CSc1cccc(NC(=O)C2CCCN(S(=O)(=O)c3cccs3)C2)c1 (stereo not drawn) | nt | 4.4% | -0.7% | 5.0% | ? | 6.3% | -4.4% | -0.8% | 9.1%
COc1ccc(C(C[N+](=O)[O-])c2c(C)[nH]c3ccccc23)cc1OC (stereo not drawn) | 2.2% | 0.4% | -0.4% | 4.3% | 0.1% | 2.8% | -3.9% | -21.1% | -8.3%
O=C(C1=NNC2C(=O)N(c3ccccc3)C(=O)C12)c1nc(Cl)ccc1Cl (stereo not drawn) | -1.1% | 9.5% | -0.4% | 3.8% | 1.2% | 14.9% | 0.0% | 1.9% | 5.1%
C(=N\c1nc2ccccc2[nH]1)/c1cccs1 | -0.2% | -0.5% | 1.8% | 7.5% | 0.0% | 10.5% | -3.6% | 2.7% | -6.8%
COc1ccc(C(CC(=O)N2CCCC2)c2c(OC)cc(OC)c3ccc(=O)oc23)cc1 (stereo not drawn) | nt | 12.0% | -0.2% | 10.5% | -1.6% | -11.3% | -5.3% | 1.4% | -0.6%
CCc1n[nH]c2c1/C(=N/O)CCC2 | -2.5% | -1.8% | 0.4% | 4.4% | 1.1% | -4.0% | 2.3% | 0.0% | 0.3%
COc1cc(/C=C2/NC(=O)NC2=O)cc(Br)c1OCc1ccccc1 | -0.4% | -4.7% | -0.1% | -4.7% | 2.5% | -14.7% | -5.3% | -15.6% | -3.8%
CCOC(=O)c1c(NC(=O)COC(=O)CNC(=O)c2ccco2)sc(C)c1C | 3.0% | 2.8% | -0.8% | 8.7% | 5.8% | 11.2% | -6.9% | 0.3% | 10.2%
CN(C)C(=O)c1ccc(COc2ccccc2Br)o1 | nt | 14.1% | -0.3% | 6.0% | 0.1% | -0.9% | 35.7% | 0.0% | 12.8%
O=C(NCCN1CCN(Cc2ccccc2)CC1)Nc1cc(Cl)cc(Cl)c1 | nt | 8.7% | -1.2% | 9.0% | 17.6% | 4.2% | -5.2% | 1.6% | -7.1%
CCc1nc2ccccc2c(C(=O)OCc2nnc(-c3ccccc3)o2)c1C | 1.2% | 6.7% | nt | 7.6% | 3.6% | 1.4% | -7.2% | -4.9% | -5.9%
Nc1cc(=O)[nH]c(SCC(=O)Nc2ncc(C(F)(F)F)cc2Cl)n1 | -0.6% | 5.3% | 0.4% | 5.0% | 0.8% | -9.4% | -6.3% | -6.3% | -7.3%
CC(NC(=O)Cn1cnc2c1c(=O)n(C)c(=O)n2C)c1ccccc1 (stereo not drawn) | -0.2% | 19.4% | nt | 6.3% | 1.9% | 9.0% | -10.3% | -6.9% | -5.4%
COc1ccc(NCc2nc3ccccc3n2C)cc1 | nt | 33.4% | -0.1% | 29.9% | 2.6% | 13.5% | -7.7% | 4.6% | 1.0% | Dengue-2 NS5 capping pilot replicate=-2.8

Random excerpt: two compounds from above, in no set order.
SMILES | CSM14.1 death rescue | SV40 large T antigen | West Nile virus CPE | MgcRacGAP inhibition | RSV antiviral HEp-2 | GPR35 antagonists | LYP phosphatase | Dengue-2 NS5 capping | Salmonella PhoP GFP | others
COc1ccc(NCc2nc3ccccc3n2C)cc1 | nt | 33.4% | -0.1% | 29.9% | 2.6% | 13.5% | -7.7% | 4.6% | 1.0% | Dengue-2 NS5 capping pilot replicate=-2.8
COc1ccc(C(CC(=O)N2CCCC2)c2c(OC)cc(OC)c3ccc(=O)oc23)cc1 (stereo not drawn) | nt | 12.0% | -0.2% | 10.5% | -1.6% | -11.3% | -5.3% | 1.4% | -0.6%
